M1 ag parental: nonselective activator or artifact in parental CHO-K1 cells. hit rate 0.48% among 360,000. AID 602248. Fluo-8 calcium fluorescence; scaled to maximal ATP response, vehicle zero. activation, % at 3 µM; in the data active means activation above about 15%;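 further: untransfected CHO-K1 host cells lacking M1 receptor as counterscreen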
CHRM1 PAM: potentiates human M1 receptor response to acetylcholine. activation, % at 3 µM. CHO-K1 hM1, Fluo-8 calcium fluorescence, ACh EC20; 0% = ACh EC20, 100% = maximal ACh. hit rate 0.088% among 360,000. P11229; in the data active means activation above about 19%, passing the limit was not always enough
Target sequence (P11229 whole entry, looked up): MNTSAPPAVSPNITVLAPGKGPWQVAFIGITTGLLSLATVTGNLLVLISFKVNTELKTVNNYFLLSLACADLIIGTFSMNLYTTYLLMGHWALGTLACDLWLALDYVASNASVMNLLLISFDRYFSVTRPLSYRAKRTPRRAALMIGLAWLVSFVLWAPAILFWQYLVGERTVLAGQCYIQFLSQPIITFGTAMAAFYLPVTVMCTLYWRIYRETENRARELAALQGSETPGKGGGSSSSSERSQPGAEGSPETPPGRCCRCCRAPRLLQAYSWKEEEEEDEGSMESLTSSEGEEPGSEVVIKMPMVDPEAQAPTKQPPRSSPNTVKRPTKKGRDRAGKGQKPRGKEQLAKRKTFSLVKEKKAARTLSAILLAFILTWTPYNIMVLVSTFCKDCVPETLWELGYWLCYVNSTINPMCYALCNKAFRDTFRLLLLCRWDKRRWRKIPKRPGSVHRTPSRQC
M1 ag: agonists of human M1 muscarinic receptor; hit rate 0.33% among 360,000; activation, % at 3 µM; CHO-K1 hM1, Fluo-8 calcium fluorescence, agonist mode; 0% DMSO, 100% acetylcholine EC100; P11229;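 active means activation above the run's mean compound activation plus 3 SD, cut at about 16% in these data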;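 further: peak over basal fluorescence ratio within a 140 s kinetic read after compound addition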
M1 antag: antagonists of human M1 muscarinic receptor. P11229. CHO-K1 hM1, Fluo-8 calcium fluorescence, ACh EC80 antagonist. inhibition, % at 3 µM. hit rate 1.3% among 360,000. AID 588852;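 active means percent inhibition above its own plate's cutoff, namely the mean of that plate's compound wells plus 3 SD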;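 further: peak over basal fluorescence ratio during 140 s after agonist addition; 0% = ACh EC80 plus DMSO and 100% = DMSO alone without agonist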
M4 antag: CHRM4 antagonism in calcium assay | CHO-hM4 cells, ACh EC80, Fluo-8 calcium fluorescence | inhibition, % at 3 µM | hit rate 0.73% among 360,000;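 active means inhibition above its plate's cutoff, the mean inhibition of sample wells plus 3 SD, cut at about 27% in these data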;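 further: 0% = acetylcholine EC80 with DMSO and 100% = DMSO without agonist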
OXTR potentiate: human OXTR potentiation | P30559 | CHO-OTR cells, Fluo-8 calcium fluorescence, potentiator mode; 0% = oxytocin EC15, 100% = EC100 | activation, % at 3 µM | hit rate 0.061% among 320,000 | AID 2445;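 active means activation above that plate's cutoff, the mean activation of tested compounds plus 3 SD, cut at about 6.6% in these data, passing the limit was not always enough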;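 further: 100% uses oxytocin at 75 nM as the full agonist control; some results filed as inactive read as strong as hits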
Target sequence (P30559 whole entry, looked up): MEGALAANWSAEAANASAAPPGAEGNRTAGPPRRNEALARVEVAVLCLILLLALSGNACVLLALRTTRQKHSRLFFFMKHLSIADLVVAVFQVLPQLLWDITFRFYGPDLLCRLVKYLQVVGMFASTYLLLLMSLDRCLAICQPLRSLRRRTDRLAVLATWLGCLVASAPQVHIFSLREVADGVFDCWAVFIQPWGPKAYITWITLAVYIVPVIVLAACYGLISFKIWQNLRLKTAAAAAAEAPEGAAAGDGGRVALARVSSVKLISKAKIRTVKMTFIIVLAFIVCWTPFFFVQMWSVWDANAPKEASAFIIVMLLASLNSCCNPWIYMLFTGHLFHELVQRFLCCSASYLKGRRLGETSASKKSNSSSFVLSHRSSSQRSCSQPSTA
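Dosing: Single dose, 3.0 µM nominal final compound concentration | Material: Human OTR in CHO cells | Technique: Kinetic Fluo-8 calcium fluorescence | Benchmarks: EC15 oxytocin alone as 0%, 75 nM oxytocin as 100% | Probe or stimulus: Oxytocin at about EC15, sub-maximal agonist stimulus | Incubation: Compound 6 min at room temperature before oxytocin, 100 s read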
M4 ag: CHRM4 agonism in calcium assay | P08173 | hit rate 0.14% among 360,000 | activation, % at 3 µM | CHO-K1 hM4/Gqi5, Fluo-8 calcium fluorescence; vehicle 0%, full acetylcholine response 100%;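 active means activation above the run mean over all test wells plus 3 SD, cut at about 32% in these data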;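 further: peak over basal fluorescence ratio per well then scaled between controls; 0% = DMSO wells and 100% = acetylcholine at EC100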
CHO parental Ca: counter-screen for OX1R antagonists: effect in parental CHO cells; parental CHO-K1, ATP-induced calcium, Fluo-8 fluorescence; AID 463079; inhibition, % at 5.6 µM; hit rate 0.63% among 330,000;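 active means inhibition above that plate's mean sample inhibition plus 3 SD, cut at about 26% in these data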;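 further: 0% = ATP-challenged DMSO wells and 100% = DMSO wells without ATP; some compounds past the cut are filed as inactive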
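Assay system – parental CHO cells · Reagent – ATP stimulus · Detection – intracellular calcium via Fluo-8 no-wash fluorescent dye · Evaluation – percent inhibition of ATP-evoked calcium rise, normalized to controls · Controls – ATP wells versus no-ATP DMSO wells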
CHO-K1 Ca antag: nonselective inhibitor or artifact in parental CHO-K1 cells | ATP-induced calcium, Fluo-8 fluorescence | hit rate 0.6% among 360,000 | AID 602250 | inhibition, % at 3 µM;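 active means inhibition above a per-plate cutoff, the plate's mean sample inhibition plus 3 SD, cut at about 24% in these data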;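 further: 0% = DMSO plus EC80 ATP and 100% = DMSO alone without ATP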
Active calls of the source: *.

O=C(NCc1cccc(Cl)c1)c1ccc(-n2ccnc2)c2ccoc12 was read as M1 ag parental 5.0, CHRM1 PAM -5.5, M1 ag -3.9, M1 antag 3.0, M4 antag -5.1, M4 ag 7.8 and CHO-K1 Ca antag -8.8.
For Cc1ccc(C(=O)Oc2coc(CSc3nnc(NC(=O)C4CC4)s3)cc2=O)cc1C the results were M1 ag parental 0.5, CHRM1 PAM 2.2, M1 ag -5.0, M1 antag -0.1, M4 antag 7.6, M4 ag 2.7 and CHO-K1 Ca antag -2.3.
Screening C/C(=C\c1ccccc1)C(=O)n1nnc2ccccc21 returned M1 ag parental 0.9, CHRM1 PAM -0.7, M1 ag -3.3, M1 antag -8.3, M4 antag 6.8, OXTR potentiate -1.3, M4 ag -0.5, CHO parental Ca -7.8 and CHO-K1 Ca antag -16.8.
For Cc1cc(C)cc(OCC(=O)OCC(=O)NC2CCCC2)c1 the results were M1 ag parental 0.6, CHRM1 PAM -0.4, M1 ag -3.1, M1 antag 5.2, M4 antag 11.1, OXTR potentiate 0.2, M4 ag 0.0, CHO parental Ca -13.4 and CHO-K1 Ca antag -9.3.
Screening COc1cccc(-c2sc3ccc(OC)cc3c2-c2ccc(OCCN3CCOCC3)cc2)c1 returned M1 ag parental 1.6, CHRM1 PAM 7.6, M1 ag -2.9, M1 antag -1.0, M4 antag 11.6, OXTR potentiate -1.7, M4 ag 3.3, CHO parental Ca -19.4 and CHO-K1 Ca antag -12.9.
O=c1oc2ccc3ccccc3c2c2c1SC(C(F)(F)F)C2 (stereo not drawn) was read as M1 ag parental 0.1, CHRM1 PAM -4.1, M1 ag -4.3, M1 antag 0.2, M4 antag 3.6, OXTR potentiate -5.5, M4 ag 0.6, CHO parental Ca 2.9 and CHO-K1 Ca antag -11.4.
Screening CCN(CC(=O)NCc1cccs1)C(=O)CCCOc1ccccc1 returned M1 ag parental 0.5, CHRM1 PAM -0.8, M1 ag -4.6, M1 antag 5.6, M4 antag 8.0, OXTR potentiate -5.1, M4 ag 0.1, CHO parental Ca -15.0 and CHO-K1 Ca antag -18.7.
COc1cc(CCC(=O)OCC(=O)Nc2ccc3c(c2)OCO3)cc(OC)c1OC was read as M1 ag parental 5.0, CHRM1 PAM 6.8, M1 ag -2.8, M1 antag -8.9, M4 antag 4.3, OXTR potentiate -10.9, M4 ag 3.6, CHO parental Ca -17.7 and CHO-K1 Ca antag -17.6.
Screening CN(CC(=O)NC1CCCCCC1)S(=O)(=O)c1cnc[nH]1 returned M1 ag parental -0.1, CHRM1 PAM 6.6, M1 ag -1.7, M1 antag -10.7, M4 antag 6.4, OXTR potentiate -18.4, M4 ag 1.1, CHO parental Ca -2.2 and CHO-K1 Ca antag -6.4.
O=C(CCC1CCCN(C(=O)Cc2cccc(F)c2)C1)N1CCN(c2ccccn2)CC1 (stereo not drawn) was read as M1 ag parental 1.2, CHRM1 PAM 4.8, M1 ag -10.4, M1 antag -8.0, M4 antag -0.7, OXTR potentiate 0.9, M4 ag 4.6, CHO parental Ca -29.9 and CHO-K1 Ca antag 0.1.
`ClCc1nnc(-c2cc3c(s2)CCCC3)o1` gave M1 ag parental -0.8, CHRM1 PAM -1.4, M1 ag -7.6, M1 antag 4.4, M4 antag 0.4, M4 ag -0.3 and CHO-K1 Ca antag -1.6.
For CSCCC(NC(=O)c1ccccc1Br)C(=O)N1CCCCCCC1 (stereo not drawn) the results were M1 ag parental 0.1, CHRM1 PAM 0.9, M1 ag 2.7, M1 antag -13.7, M4 antag -5.2, OXTR potentiate -1.6, M4 ag 0.0, CHO parental Ca -9.1 and CHO-K1 Ca antag -7.3.
For CC1=C(C)C(=O)OC(C(C)C2CCC3C4CC=C5CC(OC6OC(COC7OC(CO)C(O)C(O)C7O)C(O)C(O)C6O)CC(O)C5(C)C4CCC23C)C1 (stereo not drawn) the results were M1 ag parental 0.7, CHRM1 PAM 13.5, M1 ag -5.5, M1 antag -19.4, M4 antag -9.0, OXTR potentiate -3.7, M4 ag 1.4, CHO parental Ca -7.0 and CHO-K1 Ca antag -2.1.
Screening CCCC(=O)N1CCC1(C)C(=O)Nc1scc(C)c1C#N (stereo not drawn) returned M1 ag parental 0.5, CHRM1 PAM 7.7, M1 ag -3.1, M1 antag -9.8, M4 antag -2.9, M4 ag 1.4 and CHO-K1 Ca antag -3.8.
`CC(=O)c1cccc(NS(=O)(=O)c2cc3c(cc2C)NC(=O)CO3)c1` gave M1 ag parental 1.6, CHRM1 PAM 6.4, M1 ag -1.3, M1 antag -11.4, M4 antag -4.4, OXTR potentiate -6.0, M4 ag 2.5, CHO parental Ca -0.3 and CHO-K1 Ca antag -19.1.
`C=C(C)Cn1c(CCNC(=O)CCC)nc2ccccc21` gave M1 ag parental 0.1, CHRM1 PAM 2.4, M1 ag -3.4, M1 antag -3.9, M4 antag -10.3, OXTR potentiate -14.2, M4 ag 0.9, CHO parental Ca -13.6 and CHO-K1 Ca antag -6.6.
Screening CC1(C)CC(NS(=O)(=O)c2ccc(F)cc2)CC(C)(C)N1 returned M1 ag parental 0.8, CHRM1 PAM 11.4, M1 ag -5.5, M1 antag -14.1, M4 antag 6.8, OXTR potentiate 1.3, M4 ag 0.1, CHO parental Ca -8.2 and CHO-K1 Ca antag -12.7.
For CCOc1ccc(NC(=O)N[C@@H](CCSC)C(=O)OC)cc1 the results were M1 ag parental 0.1, CHRM1 PAM 5.5, M1 ag -2.6, M1 antag -6.2, M4 antag 2.2, OXTR potentiate -0.5, M4 ag -0.1, CHO parental Ca -10.2 and CHO-K1 Ca antag -1.9.
Screening Nc1nc(N)nc(-c2cc(C(F)(F)F)ccc2Cl)n1 returned M1 ag parental 0.0, CHRM1 PAM -5.0, M1 ag 0.6, M1 antag 4.3, M4 antag 0.1, OXTR potentiate 3.4, M4 ag 1.2, CHO parental Ca 2.5 and CHO-K1 Ca antag -12.0.
`C[C@H](CO)N1C[C@H](C)[C@@H](CN(C)S(C)(=O)=O)Oc2ccc(NC(=O)Nc3ccc(C(F)(F)F)cc3)cc2C1=O` gave M1 ag parental 1.2, CHRM1 PAM -7.3, M1 ag 1.8, M1 antag -2.7, M4 antag -0.5, OXTR potentiate 2.6, M4 ag 5.6, CHO parental Ca -1.7 and CHO-K1 Ca antag -11.1.
Screening COC(=O)c1cc(S(=O)(=O)N2CCC(C)CC2)cn1C returned M1 ag parental 0.8, CHRM1 PAM 2.0, M1 ag -0.3, M1 antag 4.3, M4 antag -11.0, OXTR potentiate -4.9, M4 ag 1.6, CHO parental Ca -10.5 and CHO-K1 Ca antag -8.5.
For COc1cc2cc(C(c3nnnn3C(C)(C)C)N3CCC(C)CC3)c(=O)[nH]c2cc1OC (stereo not drawn) the results were M1 ag parental -0.1, CHRM1 PAM 3.3, M1 ag -3.1, M1 antag 1.4, M4 antag 3.5, OXTR potentiate -0.9, M4 ag 0.6, CHO parental Ca -4.5 and CHO-K1 Ca antag -0.9.
O=C(c1csc2c1CCCCC2)N1CCN(c2ncccn2)CC1 was read as M1 ag parental 1.7, CHRM1 PAM 9.1, M1 ag -3.8, M1 antag -13.3, M4 antag -4.7, OXTR potentiate -2.1, M4 ag 1.6, CHO parental Ca -1.3 and CHO-K1 Ca antag -14.8.
Screening O=C(c1ccccc1)N1C(=O)C(c2ccccc2)Oc2ccccc21 (stereo not drawn) returned M1 ag parental 0.1, CHRM1 PAM -0.5, M1 ag -4.9, M1 antag -0.6, M4 antag -3.9, OXTR potentiate -7.1, M4 ag -0.7, CHO parental Ca -9.9 and CHO-K1 Ca antag -12.1.
`NC(=O)COC(=O)c1ccc(Cl)c(S(=O)(=O)N2CCN(c3ccc(F)cc3)CC2)c1` gave M1 ag parental 5.2, CHRM1 PAM 2.9, M1 ag 0.0, M1 antag -7.5, M4 antag -4.0, OXTR potentiate -10.6, M4 ag 7.3, CHO parental Ca -12.4 and CHO-K1 Ca antag -14.9.
For CCCn1nc2cc(C(=O)NCc3ccccc3)ccc2c1OCC the results were M1 ag parental -0.4, CHRM1 PAM -11.4, M1 ag -6.0, M1 antag 19.2, M4 antag -0.5, OXTR potentiate 2.4, CHO parental Ca -9.7 and CHO-K1 Ca antag 7.0.
`COc1cccc(OCCCCN2CC(C)OC(C)C2)c1` (stereo not drawn) gave M1 ag parental 1.0, CHRM1 PAM 1.5, M1 ag -4.0, M1 antag 1.6, M4 antag 2.0, OXTR potentiate -12.4, M4 ag 0.1, CHO parental Ca -6.5 and CHO-K1 Ca antag -5.1.
`CCC(=O)N1CCc2cc(S(=O)(=O)NCCCOC)ccc21` gave M1 ag parental 0.1, CHRM1 PAM 4.3, M1 ag 0.7, M1 antag -33.8, M4 antag -2.1, OXTR potentiate -4.9, M4 ag 2.1, CHO parental Ca -1.1 and CHO-K1 Ca antag -1.0.
For C=CCCN(C1CCCC1)S(=O)(=O)c1ccccc1Br the results were M1 ag parental -1.0, CHRM1 PAM 5.6, M1 ag -3.8, M1 antag 2.4, M4 antag -15.8, OXTR potentiate -4.4, M4 ag -0.6, CHO parental Ca -5.1 and CHO-K1 Ca antag -2.8.
For Cc1ccc(C)c(OCC(=O)NNC(=O)c2ccc(=O)[nH]c2)c1 the results were M1 ag parental 1.0, CHRM1 PAM 4.2, M1 ag -3.0, M1 antag -5.7, M4 antag -1.7, OXTR potentiate -3.4, M4 ag 0.7, CHO parental Ca -5.2 and CHO-K1 Ca antag -11.4.
`CCN(CC)S(=O)(=O)c1ccc(/C=C/C(=O)NC2CCCCC2)cc1` gave M1 ag parental 3.8, CHRM1 PAM 4.1, M1 ag -3.0, M1 antag -4.9, M4 antag -1.0, OXTR potentiate -3.1, M4 ag 3.2, CHO parental Ca -28.0 and CHO-K1 Ca antag -18.7.
`CCCCCC(=O)Nc1ccc(C2C(=O)c3ccccc3C2=O)cc1` gave M1 ag parental 0.2, CHRM1 PAM -2.3, M1 ag -3.3, M1 antag -7.3, M4 antag 17.4, OXTR potentiate -2.9, M4 ag 1.0, CHO parental Ca 3.0 and CHO-K1 Ca antag 3.3.
`COC(=O)c1cccc(NC(=O)C(C)(C)C)c1` gave M1 ag parental 0.0, CHRM1 PAM 11.1, M1 ag -1.8, M1 antag -6.0, M4 antag 0.3, OXTR potentiate -6.5, M4 ag 1.8, CHO parental Ca 0.8 and CHO-K1 Ca antag -2.2.
For CCOc1ccc(CCNC(=O)COC(=O)Cn2nc(C)c([N+](=O)[O-])c2C)cc1OCC the results were M1 ag parental 1.6, CHRM1 PAM 11.4, M1 ag -3.8, M1 antag -20.2, M4 antag -8.4, OXTR potentiate -3.1, M4 ag 5.0, CHO parental Ca -28.2 and CHO-K1 Ca antag -13.8.
CCCNC(=O)c1ccccc1NC(=O)c1ccccc1SC was read as M1 ag parental 1.6, CHRM1 PAM 0.2, M1 ag -6.2, M1 antag 2.0, M4 antag -0.1, OXTR potentiate -5.7, M4 ag 3.7, CHO parental Ca -5.3 and CHO-K1 Ca antag -3.4.

Rows were taken by chance; any-hit rate near 2.9%.
